# Bioassay records: PubChem BioAssay, Icahn School of Medicine at Mount Sinai
# ROC1-CUL1 inh = inhibitors of human ROC1-CUL1 ubiquitin ligase activity; hit rate 0.6% among 140,000; inhibition, % at 10 µM; in vitro K48 di-Ub FRET, acceptor:donor ratio, 45 min; E3 ubiquitin-protein ligase RBX1 (Homo sapiens) + Cullin-1 (Homo sapiens), P62877+Q13616; in the data active = inhibition above about 25%
# Target sequence (P62877 whole entry, looked up): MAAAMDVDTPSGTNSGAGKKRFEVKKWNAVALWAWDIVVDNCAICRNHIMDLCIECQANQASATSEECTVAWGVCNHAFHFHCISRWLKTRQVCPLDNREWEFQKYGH
# Target sequence (Q13616 whole entry, looked up): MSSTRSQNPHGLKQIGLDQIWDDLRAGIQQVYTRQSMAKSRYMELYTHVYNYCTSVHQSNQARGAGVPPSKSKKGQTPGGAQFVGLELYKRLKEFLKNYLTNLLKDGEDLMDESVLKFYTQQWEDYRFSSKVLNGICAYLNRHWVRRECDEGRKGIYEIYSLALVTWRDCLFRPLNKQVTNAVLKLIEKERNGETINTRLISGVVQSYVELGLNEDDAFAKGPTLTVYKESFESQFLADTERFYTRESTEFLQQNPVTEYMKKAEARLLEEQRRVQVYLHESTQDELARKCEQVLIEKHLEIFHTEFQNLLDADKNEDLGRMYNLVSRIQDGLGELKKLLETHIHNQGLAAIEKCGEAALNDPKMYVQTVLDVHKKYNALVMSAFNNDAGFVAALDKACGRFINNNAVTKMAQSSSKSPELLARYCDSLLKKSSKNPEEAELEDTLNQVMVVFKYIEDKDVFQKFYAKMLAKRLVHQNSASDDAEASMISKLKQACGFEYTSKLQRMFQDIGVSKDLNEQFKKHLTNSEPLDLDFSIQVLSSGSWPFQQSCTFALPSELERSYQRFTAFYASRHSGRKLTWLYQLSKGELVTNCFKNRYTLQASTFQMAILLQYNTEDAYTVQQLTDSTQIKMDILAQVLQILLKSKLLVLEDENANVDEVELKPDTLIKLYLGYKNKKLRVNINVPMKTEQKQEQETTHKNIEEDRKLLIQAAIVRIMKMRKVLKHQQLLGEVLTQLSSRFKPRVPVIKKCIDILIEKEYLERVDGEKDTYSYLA
# * marks the source's active call; other numbers are inactive results. An excerpt; the hit share may differ from the screen's.
SMILES	ROC1-CUL1 inh
Cc1nn(-c2ccccc2)c2ncc(C(=O)c3cc(Br)ccc3O)cc12	1
Fc1cccc(-n2ncc3c2ncn2nc(COc4ccc(Cl)cc4)nc32)c1	-4
CCC(CC)C(=O)Nc1ccc2nc(SCC(=O)N3c4ccccc4CC3C)sc2c1 (configuration not stated)	-9
CC1(C)CC(=O)C2=C(C1)N(c1ccc(Cl)c(Cl)c1)C(=O)C2(NC(=O)C(C)(C)C)C(F)(F)F (configuration not stated)	9
COc1ccccc1C1C(C(N)=O)C(C)=Nc2nc(SCc3ccccc3F)nn21 (configuration not stated)	-4
CC(C)N1CCN(C(=O)c2cc(-c3cn[nH]c3)nc3ccc(Cl)cc23)CC1	10
O=S(=O)(c1cccc(F)c1)N1CCc2[nH]nc(-c3cccs3)c2C1	-6
COc1ccc(C(=O)N2CCC3(CC2)c2ccccc2[C@@H](NC(=O)c2ccncc2)[C@@H]3OC)cc1F	11
Cc1ccc2nc(-c3ccco3)c(Nc3ccc4c(c3)OCCO4)n2c1	1
CCOc1cc(C(=O)NCCc2csc3nc(-c4ccccc4F)nn23)cc(OCC)c1OCC	-3
COC1=Nc2cccc3cccc(c23)N1C	4
COc1ccc(CNC(=O)c2cc(-c3ccc(Cl)cc3)n[nH]2)cc1	1
COc1cc2c(cc1OC)C(c1cccc([N+](=O)[O-])c1)N(C(=O)COc1cccc3ccccc13)CC2 (configuration not stated)	3
O=c1cc(C2CCCNC2)nc(Cc2ccsc2)[nH]1 (configuration not stated)	2
CCCc1cc(C(=O)N2CCN(Cc3ccco3)CC2)cs1	4
CCCn1c(=O)c2c(nc3n(-c4ccccc4C)c(C)cn23)n(C)c1=O	0
COc1ccc(Nc2cc(C(=O)NCCCN(C)Cc3ccccc3)c3ccccc3n2)cc1OC	-2
c1ccc(-c2nc(-c3ccc4ncccc4c3)[nH]c2-c2ccccc2)cc1	11
Cc1ccccc1-c1nnc(SCC(=O)N(C)c2ccccc2)o1	2
COc1ccc(/C=C(/C(=O)c2ccc(Cl)cc2Cl)n2cncn2)cc1	-4
Cc1c(C2(c3c(C)n(C)c4ccccc34)C(=O)N(Cc3ccccc3)c3ccccc32)c2ccccc2n1C	-11
c1ccc2c(c1)Nc1ccc3ccccc3c1S2	-1
COc1ccc(C2CC(=O)C(C=NCCc3ccccc3)C(=O)C2)cc1OC (configuration not stated)	6
CN1CCC(CN(CCc2ccccc2)Cc2cnn(C)c2)CC1	2
CC(=O)c1ccc(NC(=O)CSc2nc3ccc(NC(=O)c4cccc5ccccc45)cc3s2)cc1	-7
O=C1C=NN(c2cccc(Cl)c2)C(=O)C1Cl (configuration not stated)	1
CSc1ncc(CN(Cc2ccncc2)CC2CCN(C3CCN(C)CC3)CC2)cn1	8
CC(C)(C)c1ccc(C(=O)n2cccn2)cc1	-4
O=C(CC(c1ccccc1)c1ccccc1)NCc1ccccn1	10
Cc1oc2c(c1C(=O)NCc1ccccc1F)C1=NCCN1C=N2	-1

# An excerpt of these results, with each value named.
molecule: CC1(C)CC(=O)C2=C(C1)N(c1ccc(Cl)c(Cl)c1)C(=O)C2(NC(=O)C(C)(C)C)C(F)(F)F (configuration not stated)
- ROC1-CUL1 inh = 9
molecule: COc1ccccc1C1C(C(N)=O)C(C)=Nc2nc(SCc3ccccc3F)nn21 (configuration not stated)
- ROC1-CUL1 inh = -4
molecule: CC(C)N1CCN(C(=O)c2cc(-c3cn[nH]c3)nc3ccc(Cl)cc23)CC1
- ROC1-CUL1 inh = 10
molecule: O=S(=O)(c1cccc(F)c1)N1CCc2[nH]nc(-c3cccs3)c2C1
- ROC1-CUL1 inh = -6

# Later entries:
SMILES	ROC1-CUL1 inh
COc1ccc(NC(=O)CN2CCN(S(=O)(=O)c3ccc(Br)cc3)CC2)cc1	-2
COc1ccc(S(=O)(=O)N2CCN(c3ccccc3F)CC2)cc1F	1
Cc1cccc(CSc2nnc3sc4ccccc4n23)c1	-10
CCC(C)C(=O)NCC1Cc2cccc(-c3ncccc3C)c2O1 (configuration not stated)	9
O=C(c1cc(-c2cccc(Br)c2)nc2ccccc12)N1N=C(C(F)F)CC1(O)C(F)F (configuration not stated)	2
CC1=C(C(=O)NCc2ccc(Cl)cc2)C2(CCCCCC2)OC1=O	3
O=C(Cc1csc(Nc2cccc(C(F)(F)F)c2)n1)N/N=C/c1ccccc1O	5
O=C(NCCc1ccccc1)c1cc(-c2ccc(Cl)cc2)on1	-4
c1csc(C2CCCCN2c2nc3nonc3nc2N2CCOCC2)n1 (configuration not stated)	9
NC(=O)C1CCN(C(=O)c2cc3cc(Br)cc(Br)c3oc2=O)CC1	-1
NC(=O)C(Br)C12CC3CC(CC(C3)C1)C2 (configuration not stated)	1
Cc1ccc(CNCc2cccnc2Oc2ccc(F)cc2F)o1	2
CCc1ccccc1N=C1S/C(=C/c2ccc3c(c2)OCO3)C(=O)N1C1CCCCC1	1
COc1cccc(N2C[C@@H]3C[C@@H](c4ccc5nsnc5c4)N4CCC[C@@]34C2=O)c1	-7
CC(C)(C)c1ccc2nc(-c3ccncc3)oc(=O)c2c1	8
CCCCN(C(=O)C1CCC(CNS(=O)(=O)c2cccc3nsnc23)CC1)c1ccccc1 (configuration not stated)	-3
O=C(C1CC1)N1CCN(S(=O)(=O)c2ccc(Cl)s2)CC1	12
COC(=O)NCc1c(C)nn(-c2ccccc2)c1-n1cccc1	-5
O=C(NCCC1=CCCCC1)c1ccc2c(c1)N(Cc1ccccc1)C(=O)c1ccccc1S2=O (configuration not stated)	9
CCCc1cc(-c2n[nH]c(=S)n2CC)c2ccccc2n1	7
COc1ccccc1NC(=O)/C(C#N)=C/c1cccn1C	3
O=C(NCc1ccccc1F)c1ccc(N2CCC(NCc3cccc(-n4cccn4)c3)CC2)cc1	-1
COc1ccc2cc3cc(C(=O)N4CCN(c5cccc(Cl)c5)CC4)sc3nc2c1	-7
CCc1ccc(CNCC2CCCO2)cc1 (configuration not stated)	1
COc1cc(-c2cccc(-c3ccn(CCn4ccnc4C)n3)c2)ncn1	-5
Clc1ccc(N2CCN(c3ncnc4sc5c(c34)CCCC5)CC2)cc1Cl	-2
Cc1ccc(S(=O)(=O)N2CCc3cc(C(=O)Nc4c(F)cccc4F)ccc32)cc1	-12
COc1ccc(C(=O)NC2CC2)c(OC2CCN(Cc3sccc3C)CC2)c1	0
CC1C(NCc2ccccc2F)NS(=O)(=O)C1c1ccc(F)cc1 (configuration not stated)	2
N#C/C(=C/c1cccs1)S(=O)(=O)c1ccccc1	2
CCc1noc(C)c1C(=O)Nc1sc2c(c1C(N)=O)CCC(C)C2 (configuration not stated)	-6
COc1ccc(S(=O)(=O)N/N=C(/C)c2cccc(NC(=O)c3ccccc3Cl)c2)cc1	3
C=CCSc1nc2sc3c(c2c(=O)n1-c1ccccc1OC)CCC3	6
CCOC(=O)c1c(SC)n[nH]c1N	3
O=C(CCN1CCOCC1)Nc1ccc2ccccc2c1	3
O=C(COc1ccc(Cl)cc1)OC1CCCCC1	-3
COCCN1CCN(C(=O)c2cn(C/C=C/c3ccccc3)nn2)CC1	3
COc1ccc(/C(C)=N/NC(=O)c2ccc(-c3ccccc3)cc2)c(OC)c1	4
Cc1ccc(C(=O)Nc2cc(Cl)c(Cl)cc2Cl)cc1Br	-4
CCOc1cc(CNC2CCCCC2)cc(Cl)c1OCC(=O)NC(C)(C)C	6
O=C1N(Cc2cccnc2)C[C@@H]2C[C@@H](c3ccccc3C(F)(F)F)N3CCC[C@@]123	1
COc1cc(C2c3c(cc(C)oc3=O)OC(=N)C2C#N)ccc1OC(C)C (configuration not stated)	-1
CCCCCCc1c(C)c2c(cc(C)c3c(C)coc32)oc1=O	-16
CC(C)CN1CCNC(=O)C1CC(=O)NCC1(O)CCCCC1 (configuration not stated)	-6
COc1ccc(-c2cc(C(F)(F)F)nc(SCC(=O)NC(C)c3ccccc3)n2)cc1 (configuration not stated)	2

# 4 entries from above, with each value named:
O=C(Cc1csc(Nc2cccc(C(F)(F)F)c2)n1)N/N=C/c1ccccc1O
  ROC1-CUL1 inh = 5
O=C(NCCc1ccccc1)c1cc(-c2ccc(Cl)cc2)on1
  ROC1-CUL1 inh = -4
c1csc(C2CCCCN2c2nc3nonc3nc2N2CCOCC2)n1 (configuration not stated)
  ROC1-CUL1 inh = 9
NC(=O)C1CCN(C(=O)c2cc3cc(Br)cc(Br)c3oc2=O)CC1
  ROC1-CUL1 inh = -1

# Additional records:
SMILES	ROC1-CUL1 inh
CCn1cnnc1CN(C)C(=O)Nc1nc(C)n(C(C)C)n1	4
C=CCOc1ccc(C2C(C(=O)c3cc4ccccc4o3)C(=O)C(=O)N2CCCn2ccnc2)cc1 (configuration not stated)	8
O=C(CCCCCN1C(=O)c2ccccc2C1=O)Nc1nn[nH]n1	5
Cc1ccccc1C(CC(=O)N1CCCC1)c1ccccc1 (configuration not stated)	-8
CC(=O)Nc1nonc1N1C(=N)S/C(=C\c2ccc(-c3ccc(F)c(Cl)c3)o2)C1=O	10
CCO[C@H]1[C@H](NC(=O)c2cccnc2)c2ccccc2C12CCN(C(=O)c1cnc(C)cn1)CC2	-5
CC(C)(C)C(=O)n1nc(C(C)(C)C)cc1C(C)(C)C	5
C=CCOc1cccc(NC(=O)C(C)(C)C)c1	5
Cc1cc(C)cc(C(=O)NCC(c2ccc(N(C)C)cc2)N2CCCC2)c1 (configuration not stated)	-11
Cc1ccc(NCc2nnc(SCC(=O)N/N=C/c3ccccn3)n2-c2ccccc2)cc1	8
Cc1sc(C)c(-c2ccncn2)c1I	4
O=C(NCN1CCc2ccccc2C1)c1cccnc1	1
Cc1c(-c2ccccc2)n(-c2ccc(Cl)cc2)c2nc3c(c(=O)n(C)c(=O)n3C)n12	14
CN1CCCCC1CCNC(=O)c1ccc(NCc2cccnc2)nc1 (configuration not stated)	-3
Cn1nc(-c2ccccc2)c(-c2ccccc2)c(C(=O)NC2CCS(=O)(=O)C2)c1=O (configuration not stated)	2
COc1cc(OC)cc(C(=O)Nc2ccc(Cc3ccc(NC(=O)c4cc(OC)cc(OC)c4)c(C(=O)O)c3)cc2C(=O)O)c1	19
CCOC(=O)c1c(C)n(-c2ccccc2OC)c2c1cc(O)c1ccccc12	-11
COc1ccc(-c2c(C)sc(=NC(=O)c3ccccc3)n2-c2cnc(SC)nc2)cc1	-5
C=C(C)Cn1c(SCC(N)=O)nc2sc3c(c2c1=O)CCC3	-8
CCOC(=O)c1c(-c2ccc(C)cc2)csc1NC(=O)Cc1ccc([N+](=O)[O-])cc1	4
CCOc1ccc(C2CC(=O)c3c([nH]c(C(=O)OCc4ccccc4)c3C)C2)cc1 (configuration not stated)	-6
Cc1ccc(Cl)cc1N1CCN(S(=O)(=O)c2ccc3c(c2)CCN3C(=O)C2CCC2)CC1	-9
CCOc1cc(-c2nc(-c3ccc(-c4ccc(OC)cc4)nc3OC)no2)cc(OCC)c1OCC	-1
Cc1ccc(-c2nnc(SCC(=O)Nc3c(C)cccc3C)n2N)cc1	-6
CC(=O)NCCNC(=O)c1ccc2c(=O)n(CCc3ccccc3)c(=O)[nH]c2c1	-3
O=C1NC(=S)S/C1=C/c1ccoc1	-1
O=C1NN(c2ccc(I)cc2)C(=O)/C1=C\c1cc(Br)ccc1O	29*
COc1cccc(C(=O)NCC2CCCN(Cc3cccnc3)C2)c1OC (configuration not stated)	14
COc1ccc(NC(=O)CSc2nnc(-c3nnn(-c4ccc(F)cc4)c3C)o2)cc1	-1
O=C(CCC(=O)N1CCOc2c(cc(-c3cccnc3)cc2OCCc2cccs2)C1)c1ccc(F)cc1	-1
Cc1ccccc1-c1nnn(Cc2ccccc2F)n1	2
Cc1cccc(NC(=O)c2sc3ccccc3c2Cl)n1	1
O=C(Cc1ccccc1F)Nc1cccnc1Cl	3
CCOCCOc1ccc(C(=O)NC)cc1	-5
O=C(CCn1cccn1)NC1CCCc2nc(-c3cccnc3)ncc21 (configuration not stated)	4
COc1cc2c(cc1OC)C(COc1ccc3c(C)cc(=O)oc3c1)N(C(=O)c1ccc(C)c(C)c1)CC2 (configuration not stated)	-8
CC(=O)c1ccc(N2CCN(c3ncnc4onc(-c5ccc(Cl)cc5)c34)CC2)cc1	2
CCc1ccc(NC(=O)CN2C(=O)C3(SCC(=O)N3c3ccccc3)c3ccccc32)cc1 (configuration not stated)	-10
COc1ccc(CNC2CCCc3nc(N4CCC(CO)CC4)ncc32)cc1C (configuration not stated)	1
COc1ccc(N2CCN(C(=O)Nc3ccccc3Cl)CC2)cc1	-3
Cc1c(C)n(C)c2ccc(C(=O)Nc3ccc(C(F)(F)F)cc3)cc12	1
O=S(=O)(/C=C/c1ccccc1)N1CCN(c2ccccc2)CC1	5
CCN(CC)c1ccc(C2C(C(=O)Nc3ccccc3C)C(C)=Nc3ncnn32)cc1 (configuration not stated)	9
Cc1ccccc1Nc1cc(C(=O)NCc2cccs2)c2ccccc2n1	-1
Cc1cccc(C2c3c(n[nH]c3-c3ccc4c(c3)OCO4)OC(=N)C2C#N)c1 (configuration not stated)	-7
O=C(CSc1ncnc2sc3c(c12)CCC3)Nc1ccc(Cl)c(C(F)(F)F)c1	-4
COc1ccc(S(=O)(=O)NCC(c2ccco2)N2CCN(c3ccc(F)cc3)CC2)cc1 (configuration not stated)	-2
O=C(O)CCCOc1ccccc1-c1ccccc1	7
O=C(O)[C@H](CSCc1ccccc1)NS(=O)(=O)c1ccc(F)cc1	0
Cc1ccc(-c2cc(C(=O)O)n(Cc3ccccc3)n2)cc1	-5
C=CCn1c(Sc2nc3c(C(=O)OCC)nnn3c3ccccc23)nnc1-c1ccccc1	5
